# Compound activity as filed in PubChem BioAssay.
# M. tuberculosis HTS – M. tuberculosis growth inhibition, HTS (AID 449762) | M. tuberculosis H37Rv growth inhibition, 7H9 media; higher % means a stronger effect | one-dose inhibition, % at 25 µM; IC50 in µM for titrated hits | actives 0.59% (n = 330,000); in the data active = a potency from the dose series; inconclusive = inhibition above about 70% without an active follow-up result;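 note: bacterial growth assessed after seven days of incubation; strong numbers were not always called active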
# PhoP GFP inhibition – PhoP regulon inhibitors, Salmonella typhi PhoP promoter GFP reporter, confirmatory (AID 1850). Salmonella Typhi PhoP-promoter GFP reporter, fluorescence, 4 h; higher % means a stronger effect. actives 0.33% (n = 310,000). inhibition, % at 50 µM; hits with a dose series show IC50 in µM; in the data active = a potency from the dose series; inconclusive = inhibition mostly from about 25% at the one dose, without a potency; inactive = the rest, 99 in 100 with inhibition below about 19%;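 note: 0% = induced wells with vehicle and 100% = uninduced wells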
# M. tuberculosis – growth inhibition of non-replicating M. tuberculosis (AID 488890). Mycobacterium tuberculosis non-replicating, growth inhibition; higher % means a stronger effect. inhibition, % at 25 µM, or IC50 in µM where a hit was titrated. actives 0.39% (n = 320,000); in the data active = a potency from the dose series; inconclusive = inhibition mostly from about 82% at the one dose, without a potency; inactive = the rest, 99 in 100 with inhibition below about 76%;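 note: plate controls were DMSO cells for no effect and high antibiotic wells for full effect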
# VEEV TC-83 Vero – inhibitors of VEEV TC-83 cytopathic effect, confirmation, Vero cells (AID 588727); actives 0.13% (n = 350,000); Vero cells, VEEV TC-83 cytopathic effect inhibition; higher % means a stronger effect; inhibition, % at 20 µM, or IC50 in µM where a hit was titrated; in the data active = a potency from the dose series; inconclusive = inhibition mostly from about 14% at the one dose, without a potency; inactive = the rest, 99 in 100 with inhibition below about 12%; note: strong numbers were not always called active
# influenza NS1A – NS1A inhibition, H1N1 influenza, cell based functional assay (AID 504329); NS1A functional cell-based assay, percent inhibition; higher % means a stronger effect; inhibition, % at 12.5 µM; hits with a dose series show IC50 in µM; actives 0.3% (n = 340,000); in the data active = a potency from the dose series; inconclusive = inhibition above about 27% without an active follow-up result; note: strong numbers were not always called active
# VEEV TC-83 Vero 10K pilot screen – recorded beside VEEV TC-83 Vero, whose call it bears; inhibition, %; measured here: 10K pilot screen inhibition
# * marks the source's active call; other numbers are inactive results; i = inactive; ? = inconclusive; · = no result given. This is a random part of the collection (roughly 1.6% active in at least one column).
SMILES,M. tuberculosis HTS,PhoP GFP inhibition,M. tuberculosis,VEEV TC-83 Vero,influenza NS1A,others
CCOC(=O)N1CCN(C(=S)NC(=O)C23CC4CC(CC(C4)C2)C3)CC1,2%,-3%,10%,0.5%,·,
COc1cccc(CNC(=O)c2cccc(NC(=O)C3=C(C)OCCS3)c2)c1,-4%,-5%,4%,8.8%,1%,
CCOC(=O)C1=C(C)N=C(SC)N(C)C1c1ccccc1 (stereo not drawn),-8%,-2%,-3%,i,20%,VEEV TC-83 Vero 10K pilot screen=1.3
Nc1nc(NCCO)nc(NCc2ccccc2)c1[N+](=O)[O-],1%,4%,-11%,1.3%,-6%,
COc1cccc(C2CC(c3ccc(C(C)C)cc3)n3nc(N)nc3N2)c1 (stereo not drawn),3%,15%,11%,0.8%,-1%,
COc1ccc(NC(=O)c2cccc3ccccc23)cc1,18%,10%,7%,i,-15%,
Cc1cc(NC(=O)CSc2cn(CCNC(=O)c3ccc(Cl)cc3)c3ccccc23)no1,-7%,8%,20%,7.3%,-13%,
COc1ccccc1C(=O)Nc1ccc(S(=O)(=O)N2CCCCC2c2cccnc2)cc1 (stereo not drawn),6%,-1%,37%,4.1%,-10%,
COc1ccc(C2/C(=C(\O)c3ccc4c(c3)OCCO4)C(=O)C(=O)N2Cc2cccnc2)cc1 (stereo not drawn),-5%,1%,4%,0.6%,-7%,
c1ccc2c(c1)[nH]c1c(N3CCN(C4CCCCC4)CC3)ncnc12,7%,2%,-5%,7.8%,8%,
Cc1nn(-c2ccccc2)c(C)c1C(=O)NCCc1ccc(Cl)cc1,1%,-12%,-3%,5.7%,-1%,
CCN(CC)CC(=O)Nc1ccc2c(c1)N(C(=O)CN(CC)CC)c1ccccc1CC2,-5%,-6%,-11%,i,-1%,
CC(SCc1ccccc1)C(=O)Nc1ccc(F)cc1 (stereo not drawn),-2%,7%,?,0.1%,3%,
O=C(Cc1cccc(NC(=O)C2CCCN(C(=O)C3CC3)C2)c1)Nc1cccc(C(=O)N2CCCCC2)c1 (stereo not drawn),·,·,·,i,-3%,
O=C(CCN1CCOCC1)Nc1cc(C(=O)Nc2ccc(Cl)cc2)ccc1N1CC2CC(C1)c1cccc(=O)n1C2 (stereo not drawn),5%,4%,11%,i,-14%,
C=CCC(C(=O)OC)(C(=O)OC)c1ccc([N+](=O)[O-])cn1,3%,3%,5%,1.9%,1%,
CCCCC(=O)Nc1nnc(S(=O)(=O)N2CCCCCC2)s1,7%,8%,6%,2.1%,-1%,
CCOc1cc(/C=N/NC(=O)NN(C)c2ncc(C(F)(F)F)cc2Cl)ccc1O,1%,-1%,17%,i,-56%,
NC(=O)NC(=O)CSc1nnc(-c2ccc(Cl)cc2)n1CC1CCCO1 (stereo not drawn),-8%,3%,-7%,i,4%,
O=C(CN1C(=O)NC2(CCCCC2)C1=O)NC1CCCc2ccccc21 (stereo not drawn),-5%,1%,-4%,0.6%,-6%,
CC(CCc1ccccc1)NC(=O)c1nnc(Cc2ccc(Cl)cc2)o1 (stereo not drawn),-10%,·,8%,3.0%,-52%,
Cc1nc2cc(NC(=O)CS(=O)(=O)c3ccc(F)cc3)ccc2s1,25%,8%,-8%,2.3%,-15%,
CC[C@H](C)[C@@H](NC(=O)O[C@@H]1C(=O)c2cc(OC)ccc2O[C@H]1c1ccc(OC)c(Br)c1)C(=O)OC,-2%,-4%,9%,0.4%,-3%,
Cc1ccc(CN2CCN(/N=C/c3ccc(C)s3)CC2)c(C)c1,-2%,0%,-1%,0.8%,4%,
COc1ccc(-c2noc(CN(C)C(=O)c3ccco3)n2)cc1,1%,0%,6%,1.8%,2%,
SMILES,M. tuberculosis HTS,PhoP GFP inhibition,M. tuberculosis,VEEV TC-83 Vero,influenza NS1A,others
COc1ccc(S(=O)(=O)n2ccc(-c3ccc4c(c3)CCC(C)(C)O4)n2)cc1,-5%,0%,-7%,1.4%,·,
O=C(Nc1ccccc1Br)c1c(F)cccc1Cl,0%,-28%,2%,0.8%,2%,
COc1ccc(-c2nn(-c3ccccc3)cc2C(=O)O)cc1,5%,-7%,·,1.3%,9%,
O=C(Nc1cccc(Cl)c1)N(Cc1nc2ccccc2c(=O)[nH]1)C1CCCC1,-1%,-4%,76%,i,15%,
Cc1cc([N+](=O)[O-])nn1CCCC(=O)NCc1ccc(F)cc1,-12%,-15%,-13%,0.6%,2%,
O=C(CN1C(=O)CNC1=O)Nc1cc(Cl)cc(Cl)c1,2%,·,12%,1.1%,1%,
O=C(NCS(=O)(=O)c1ccccc1)c1ccccc1,-4%,7%,-37%,1.7%,3%,
COc1cc2c(c(OC)c1)C(=O)OC(C)CCCC(=O)CCCCC2 (stereo not drawn),6%,1%,1%,1.3%,6%,
O=C(c1cccc(F)c1)N1CCCC(C(=O)N2CCCC2)C1 (stereo not drawn),-4%,-7%,-6%,5.7%,5%,VEEV TC-83 Vero 10K pilot screen=0.5
Cc1cc(=O)[nH]c(SCC(=O)NCCC2=CCCCC2)n1,-4%,-2%,-7%,1.2%,-11%,
O=C(CCCN1C(=O)/C(=C\c2cccs2)SC1=S)Nc1ccc(C(=O)O)cc1,4%,0%,43%,1.2%,-14%,
O=C(N/N=C\c1ccc([N+](=O)[O-])s1)c1cncc(Br)c1,?,-10%,2µM*,13%,-1%,
COc1cc(/C=C2/C(=O)NN(c3ccc(Cl)c(Cl)c3)C2=O)cc([N+](=O)[O-])c1O,44%,1%,2%,0.5%,-1%,
COc1ccc(C(=O)Nn2c(SCC(=O)NCc3ccco3)nc3ccccc3c2=O)cc1,-6%,-6%,5%,7.2%,10%,
COc1cccc(/C=N/NC(=S)Nc2cccnc2)c1,-8%,5%,-23%,1.0%,8%,
O=C(CCS(=O)(=O)c1ccc(Cl)cc1)Nc1nc(-c2ccncc2)cs1,39%,-20%,75%,5.6%,-5%,
CCN(CC(=O)Nc1ccc(NC(C)=O)cc1)C(=O)c1cn(-c2ccccc2)nc1-c1cccs1,·,·,·,8.8%,1%,
COC(=O)c1sc(N)c(C(=O)OC)c1Cn1ncc(Cl)c(Cl)c1=O,8%,-6%,61%,13%,2%,
Cc1ccc(C2=NS(=O)(=O)N(C)C(C(=O)Nc3ccc(F)cc3F)=C2)cc1,4%,-3%,-7%,1.0%,11%,
O=C(NCc1ccncc1)C(F)(F)C(F)(F)C(=O)NCc1ccncc1,-4%,-5%,-5%,i,-7%,
CC(=O)Nc1ccc(NC(=O)CCN2C(=O)C3CC=CCC3C2=O)cc1 (stereo not drawn),-4%,·,0%,0.3%,-3%,
COc1ccc(-n2c(O)c(/C=N/NS(=O)(=O)c3ccc(C)cc3)c3ccccc3c2=O)cc1OC,0%,-7%,-6%,5.2%,13%,
COCCSc1ccccc1C(=O)Nc1cccnc1,-5%,3%,-11%,0.2%,-4%,
CCC(=O)Nc1cccc(NC(=O)c2ccccc2Br)c1,-13%,-11%,10%,0.6%,-5%,
COc1cc(/C=N/n2c(=S)[nH]nc(C)c2=O)cc([N+](=O)[O-])c1O,7%,-1%,-22%,1.9%,·,
SMILES,M. tuberculosis HTS,PhoP GFP inhibition,M. tuberculosis,VEEV TC-83 Vero,influenza NS1A,others
CCN(Cc1cc2cc(OC)ccc2[nH]c1=O)C(=O)c1ccncc1,-9%,-2%,-10%,0.7%,5%,
Cc1noc(C)c1C(=O)NCCCN1CCCC1=O,6%,0%,5%,i,2%,VEEV TC-83 Vero 10K pilot screen=0.5
CCc1ccc(N=C2N=C(N)c3ccccc32)cc1,?,8%,70%,3.1%,-1%,
O=C(c1ccccc1F)N1C(=O)c2cccc3cccc1c23,-6%,27%,57%,1.2%,-7%,
Cc1cc(NC(=O)CSc2ncn[nH]2)no1,3%,0%,0%,i,-7%,
O=S(=O)(NCCCCNS(=O)(=O)c1c(F)cccc1F)c1ccc2c(c1)OCCO2,-10%,·,11%,i,-2%,
Cc1ccc(N2C(=O)N(CC(=O)Nc3ccccc3C)C(=O)C2C)cc1 (stereo not drawn),7%,-8%,1%,0.8%,13%,
COC(=O)N1C(=O)[C@](CC(C)C)(c2ccccc2)N1C(=O)OC,2%,0%,28%,0.7%,-5%,VEEV TC-83 Vero 10K pilot screen=0.5
Cc1c(NC(=O)C(C)Oc2cccc(F)c2)c(=O)n(-c2ccccc2)n1C (stereo not drawn),-4%,·,5%,1.1%,7%,
Cc1ccc(C)c(NS(=O)(=O)c2ccc3oc(=O)ccc3c2)c1,4%,-4%,18%,0.1%,-24%,
N#CCSc1nc(-c2ccccc2)cs1,7%,1%,16%,1.1%,-10%,
CCOc1ccc(C2C(C(=O)NC)=C(C)Nc3nc4ccccc4n32)cc1OC (stereo not drawn),-5%,1%,·,3.2%,-1%,
O=c1c2ccccc2nc(/C=C/c2ccccc2O)n1-c1ccccc1O,2%,-28%,18%,>25µM*,2%,
Cc1cc(F)ccc1NCC(=O)Nc1ccc(Br)cc1C,30%,-10%,42%,0.8%,-5%,
Cc1nn(CC(=O)NCc2ccccc2Cl)c(C)c1[N+](=O)[O-],5%,-3%,6%,i,10%,
Cc1c(NC(=O)c2cc(-c3ccc(Cl)c(Cl)c3)on2)c(=O)n(-c2ccccc2)n1C,0%,5%,12%,2.9%,0%,
COC(=O)C/C=C/[C@@H](C)[C@@H](/C=N/O[C@@H](C)c1cn([C@H](CO)Cc2ccccc2)nn1)NS(=O)(=O)c1ccc(C)cc1,1%,2%,18%,·,·,
O=[N+]([O-])c1ccc(-c2cnc(SC(c3ccccc3)c3ccccc3)[nH]2)cc1,4%,-6%,13%,0.6%,-3%,
COc1ccccc1-n1ccnc(SCC(=O)NCc2ccccc2Cl)c1=O,-2%,-8%,26%,2.5%,-6%,
O=[N+]([O-])c1ccccc1/C=C/C=N/Nc1ccc(S(=O)(=O)Nc2ccc(Cl)cc2)cc1[N+](=O)[O-],0%,8%,2%,0.6%,9%,
Cc1onc(-c2ccccc2Cl)c1C(=O)N1CCCCC1C(=O)O (stereo not drawn),2%,-16%,-1%,0.6%,-1%,
Cc1ccc2c(C(=O)CN3CCSCC3)c(C)[nH]c2c1,-6%,8%,-5%,1.6%,-9%,
Cc1nn(C)cc1/C=N/NC(=S)Nc1ccc(Cl)cc1Cl,5%,-4%,-19%,1.9%,-5%,
COc1cc(C(=O)NCc2nc(C)cs2)ccc1OC1CCN(C(C)=O)CC1,-4%,-2%,12%,3.5%,27%,
CCCc1nn2c(=O)cc(CSCC(=O)Nc3ccc(OC)cc3)nc2s1,1%,-21%,10%,2.5%,-5%,

# By substructure: those above containing a thiophene ring, fused or not
SMILES,M. tuberculosis HTS,PhoP GFP inhibition,M. tuberculosis,VEEV TC-83 Vero,influenza NS1A,others
Cc1ccc(CN2CCN(/N=C/c3ccc(C)s3)CC2)c(C)c1,-2%,0%,-1%,0.8%,4%,
O=C(CCCN1C(=O)/C(=C\c2cccs2)SC1=S)Nc1ccc(C(=O)O)cc1,4%,0%,43%,1.2%,-14%,
O=C(N/N=C\c1ccc([N+](=O)[O-])s1)c1cncc(Br)c1,?,-10%,2µM*,13%,-1%,
CCN(CC(=O)Nc1ccc(NC(C)=O)cc1)C(=O)c1cn(-c2ccccc2)nc1-c1cccs1,·,·,·,8.8%,1%,
COC(=O)c1sc(N)c(C(=O)OC)c1Cn1ncc(Cl)c(Cl)c1=O,8%,-6%,61%,13%,2%,

# Carrying on:
SMILES,M. tuberculosis HTS,PhoP GFP inhibition,M. tuberculosis,VEEV TC-83 Vero,influenza NS1A,others
CC(C)CCNC(=O)CO/N=C/c1ccccc1OC(F)F,2%,1%,-16%,0.4%,-3%,
CCOC(=O)N1CCC(N2C(=O)c3ccccc3C2Nc2ccc3c(c2)OCCO3)CC1 (stereo not drawn),-4%,-10%,14%,0.2%,6%,
O=C(CN1C(=O)c2cccc3cccc1c23)N1CCN(Cc2ccc3c(c2)OCO3)CC1,1%,-2%,4%,1.3%,-14%,
O=C(NN1c2ccccc2CCc2ccccc21)c1ccccc1Br,17%,0%,-3%,2.2%,-2%,
CCOC(=O)Cc1csc(SC(C)C(=O)NC2CCCCC2C)n1 (stereo not drawn),4%,4%,-1%,i,2%,
O=c1c(Cc2ccc(F)cc2)c(O)ccn1CCc1cnc[nH]1,0%,16%,-9%,i,2%,
NC(=O)c1cnn(-c2cc(Oc3ccccc3)ncn2)c1N,2%,5%,6%,3.3%,-12%,
CCOC(=O)Nc1ccc(S(=O)(=O)Nc2cc(C)nc(C)n2)cc1,-6%,0%,30%,1.8%,-5%,
COC(=O)c1ccccc1NC(=O)CN(C)S(=O)(=O)c1ccc(OC)cc1,-9%,-5%,4%,i,3%,
CCOc1cc(C(=S)N2CCOCC2)ccc1OS(=O)(=O)c1ccc(C)cc1,2%,5%,26%,0.7%,-2%,
